LYPLA1 counter = counter-screen for PME1 inhibitors: inhibitors of human LYPLA1; O75608; recombinant LYPLA1, FP-Rh probe fluorescence polarization; inhibition, % at 5.9 µM; 320,000 tested, 0.16% active; AID 2174;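 active means inhibition above the mean of all tested compounds plus 3 SD, set per campaign, cut at about 14% in these data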;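 further: inhibitors block serine hydrolase probe labeling of LYPLA1 so polarization falls; 0% = enzyme with DMSO and 100% = wells lacking LYPLA1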
Target sequence (O75608 whole entry, looked up): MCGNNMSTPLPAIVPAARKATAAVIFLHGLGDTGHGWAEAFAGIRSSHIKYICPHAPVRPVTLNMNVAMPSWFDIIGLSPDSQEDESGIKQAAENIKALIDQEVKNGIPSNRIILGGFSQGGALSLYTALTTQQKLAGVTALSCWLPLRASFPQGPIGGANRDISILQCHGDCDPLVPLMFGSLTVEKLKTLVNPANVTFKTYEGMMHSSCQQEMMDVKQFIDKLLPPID
PME-1 inh = PME-1 (human) inhibition; inhibition, % at 5.9 µM; Q9Y570; recombinant PME-1, FP-Rh probe fluorescence polarization; 320,000 tested, 0.53% active;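 active means inhibition above the campaign mean of all compounds plus 3 SD, cut at about 26% in these data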;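 further: competitive labeling of PME-1 active site by serine hydrolase directed probe; 0% = PME-1 with DMSO and 100% = wells lacking PME-1 enzyme; inhibitors block probe labeling so polarization falls and inhibition rises; many of its hits are not listed in these tables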
GSTO1 counter = counter-screen for RBBP9 inhibitors: inhibitors of human GSTO1; 300,000 tested, 1.1% active; inhibition, % at 5.96 µM; P78417; recombinant GSTO1, activity-based probe fluorescence polarization; AID 1974;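 active means inhibition above the campaign mean inhibition plus 3 SD, cut at about 35% in these data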;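 further: 0% = GSTO1-1 with DMSO and 100% = wells lacking GSTO1-1 enzyme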
Target sequence (P78417 whole entry, looked up): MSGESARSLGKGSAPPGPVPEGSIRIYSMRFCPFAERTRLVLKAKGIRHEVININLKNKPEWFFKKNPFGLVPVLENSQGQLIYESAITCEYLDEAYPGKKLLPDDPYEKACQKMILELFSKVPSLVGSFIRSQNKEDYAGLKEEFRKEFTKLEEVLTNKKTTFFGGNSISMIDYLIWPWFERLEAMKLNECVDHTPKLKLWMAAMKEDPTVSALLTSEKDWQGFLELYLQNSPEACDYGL
PAFAH1B2 FP inh = inhibitors of human PAFAH1B2; P68402; recombinant PAFAH1B2, FP-rhodamine activity probe, fluorescence polarization; inhibition, % at 3.39 µM; 340,000 tested, 1.2% active; AID 492953;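 active means inhibition above the mean of all tested compounds plus 3 SD, cut at about 24% in these data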;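 further: 0% = enzyme with DMSO and 100% = wells lacking PAFAH1B2; many of its hits are not listed in these tables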
Target sequence (P68402 whole entry, looked up): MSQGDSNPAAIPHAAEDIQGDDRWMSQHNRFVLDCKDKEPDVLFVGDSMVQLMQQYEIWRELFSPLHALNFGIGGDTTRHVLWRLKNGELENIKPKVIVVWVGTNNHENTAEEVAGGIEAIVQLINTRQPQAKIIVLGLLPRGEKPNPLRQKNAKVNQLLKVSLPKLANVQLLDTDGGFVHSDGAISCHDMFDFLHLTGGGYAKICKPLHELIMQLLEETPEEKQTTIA
PAD4 FP inh = PAD4 (human) enzyme inhibition; recombinant PAD4, RCA probe fluorescence polarization; inhibition, % at 6.36 µM; 330,000 tested, 0.41% active; AID 485272;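 active means percent inhibition above a cutoff equal to the mean of all tested compounds plus 3 SD, cut at about 15% in these data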;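 further: 0% = PAD4 with RCA probe and DMSO and 100% = probe without PAD4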
pPAFAH inh = inhibitors of human plasma PAF acetylhydrolase (pPAFAH). Q13093. recombinant pPAFAH, FP-rhodamine probe fluorescence polarization. inhibition, % at 3.39 µM. 330,000 tested, 1.5% active. AID 463082;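 active means inhibition above the mean inhibition across the screen plus 3 SD, cut at about 25% in these data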;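 further: inhibitors block binding of the rhodamine activity-based probe so polarization drops; 0% = enzyme with DMSO and 100% = wells lacking pPAFAH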
PAFAH2 inh = inhibitors of human PAFAH2; 340,000 tested, 0.99% active; inhibition, % at 3.39 µM; Q99487; recombinant PAFAH2, FP-rhodamine activity probe, fluorescence polarization; AID 492956;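 active means inhibition above the mean over all tested compounds plus 3 SD, cut at about 30% in these data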;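 further: inhibitors block probe labeling of enzyme so polarization drops; 0% = enzyme with DMSO and 100% = wells lacking PAFAH2 protein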
LYPLA2 inh = blocks human lysophospholipase 2, a PME1 counter-screen. O95372. recombinant LYPLA2, FP-Rh probe fluorescence polarization. inhibition, % at 5.9 µM. 320,000 tested, 0.38% active. AID 2177;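 active means inhibition above the screen-wide mean plus 3 SD, limit set per campaign, cut at about 26% in these data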;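 further: 0% = LYPLA2 with DMSO and 100% = wells lacking LYPLA2 enzyme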
PAFAH1B3 inh = inhibitors of human PAFAH1B3 | Q15102 | recombinant PAFAH1B3, FP-rhodamine probe, fluorescence polarization | inhibition, % at 3.39 µM | 340,000 tested, 0.28% active;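 active means inhibition above the screen-wide average of all tested compounds plus 3 SD, cut at about 25% in these data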;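 further: 0% = enzyme with DMSO only and 100% = wells lacking PAFAH1B3 protein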
Target sequence (Q15102 whole entry, looked up): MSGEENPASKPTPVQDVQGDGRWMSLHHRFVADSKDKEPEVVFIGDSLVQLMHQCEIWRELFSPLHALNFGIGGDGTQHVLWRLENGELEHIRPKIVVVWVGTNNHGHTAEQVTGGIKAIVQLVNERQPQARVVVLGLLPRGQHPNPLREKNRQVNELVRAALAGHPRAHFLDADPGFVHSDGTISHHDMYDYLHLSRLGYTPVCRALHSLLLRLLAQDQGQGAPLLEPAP
* = called active by the depositor; . = no result given. A portion of the library; count on the stated rates, not on these rows.

SMILES | LYPLA1 counter | PME-1 inh | GSTO1 counter | PAFAH1B2 FP inh | PAD4 FP inh | pPAFAH inh | PAFAH2 inh | LYPLA2 inh | PAFAH1B3 inh
CCOC(=O)N1CCN(C(=O)C2CCN(S(=O)(=O)c3ccc(OC)cc3)CC2)CC1 | 0 | 3 | 5 | 10 | -1 | 5 | 8 | -1 | 1
COc1ccc(S(=O)(=O)N(NC2=NS(=O)(=O)c3ccccc32)C(=O)C(C)C)cc1 | 5 | 3 | -2 | -5 | -1 | 1 | -5 | 3 | 9
O=C(/C=C/c1ccc(O)c(O)c1)OC(Cc1ccc(O)c(O)c1)C(=O)O (stereo not given) | 0 | -10 | 55* | 5 | 5 | 6 | 8 | 2 | 10
COC(=O)c1cccnc1Oc1ccccc1 | -1 | 1 | 4 | 6 | -6 | -2 | 3 | 2 | 10
CCCC(=O)NC(=S)Nc1cccc2c(O)cccc12 | 0 | 3 | 4 | 0 | -4 | 6 | 3 | -2 | 2
NCc1c(O)ccc2ccccc12 | 3 | -2 | 4 | . | -1 | 1 | . | 1 | .
CCOC(=O)C1CCCN(S(=O)(=O)c2cc3c(cc2Cl)NC(=O)CO3)C1 (stereo not given) | -1 | 2 | 4 | 2 | 3 | -2 | 5 | -1 | 4
O=C(c1ccccc1)c1ccc(Cn2cc(CCCO)nn2)cc1 | 5 | 1 | 3 | 7 | 2 | 9 | -2 | 1 | 8
Cc1cccc(OCC(=O)NCc2nnc3ccc(C(F)(F)F)cn23)c1C | -1 | 4 | . | -4 | 0 | 2 | -2 | -2 | 13
CCCOc1ccc(N2C(=O)CC(SC(=NCC)Nc3cccc(F)c3)C2=O)cc1 (stereo not given) | 4 | -2 | 4 | 4 | 1 | 4 | 4 | 5 | -4
COc1ccccc1C(=O)N1CCNC(=O)C1CC(=O)Nc1cccc(C)c1 (stereo not given) | 1 | -1 | 5 | -1 | -3 | -2 | 13 | -2 | -3
COc1cc(C)ccc1OCCCOc1ccccc1Cl | 0 | 6 | 0 | 6 | -1 | 4 | 3 | 3 | 1
O=[N+]([O-])c1ccc(COc2ccc(Br)cc2CN2CCOCC2)cc1 | -2 | 4 | -9 | 6 | 0 | 15 | 6 | 6 | 10
O=C(c1nnc(Cc2ccc(Cl)cc2)o1)N1CCOCC1 | 0 | 5 | 6 | 4 | 2 | 10 | 12 | 1 | 7
CCN1CCN(c2ccc(NC(=O)CCc3c(C)nc4c(-c5ccc(F)cc5)c(C)nn4c3C)cc2)CC1 | 6 | 14 | -1 | 5 | -5 | 10 | 0 | 2 | -3
C[C@@H]1COC(=O)[C@@H](CC(=O)OC(C)(C)C)C/C=C\C[C@@H](CC(=O)N(CCO)Cc2ccccc2)C(=O)N1 | . | . | . | 4 | 6 | 6 | 8 | . | 6
O=C1OC(c2ccccc2)=N/C1=C\N1CCCCC1 | 2 | 2 | -2 | 2 | -1 | 5 | 4 | 3 | 9
O=C(Nn1cnc2ccccc2c1=O)c1ccccc1[N+](=O)[O-] | 2 | -2 | 11 | 1 | -8 | 3 | 10 | 7 | 8
CN(C)C(=S)NC(=O)C12CC3CC(C)(CC(C)(C3)C1)C2 | 5 | -1 | 1 | 17 | 5 | 0 | -3 | 3 | 2
CC(Sc1ccc(Cl)cc1)C(=O)Nc1ccccc1C(=O)N1CCOCC1 (stereo not given) | -1 | -2 | 11 | 20 | 1 | -3 | 8 | 7 | -3

Record cards (already shown). Order of screens: LYPLA1 counter, PME-1 inh, GSTO1 counter, PAFAH1B2 FP inh, PAD4 FP inh, pPAFAH inh, PAFAH2 inh, LYPLA2 inh, PAFAH1B3 inh
Results for `O=[N+]([O-])c1ccc(COc2ccc(Br)cc2CN2CCOCC2)cc1` = -2, 4, -9, 6, 0, 15, 6, 6, 10
Results for `O=C1OC(c2ccccc2)=N/C1=C\N1CCCCC1` = 2, 2, -2, 2, -1, 5, 4, 3, 9

The listing continues.
SMILES | LYPLA1 counter | PME-1 inh | GSTO1 counter | PAFAH1B2 FP inh | PAD4 FP inh | pPAFAH inh | PAFAH2 inh | LYPLA2 inh | PAFAH1B3 inh
O=C1CC(Cc2ccc(Cl)cc2)C(=O)N1c1cc(Cl)ccn1 (stereo not given) | -2 | -5 | -4 | 15 | 9 | -6 | 1 | 2 | 9
C=C(C)C1CC=C(CN2CC(C)OC(C)C2)CC1 (stereo not given) | -2 | 3 | -1 | 2 | -3 | 2 | 4 | -1 | 9
COc1ccc(NC(=O)CC2(CC(=O)O)CCCC2)cn1 | -2 | 3 | 0 | 4 | 3 | 1 | -2 | -2 | 9
CCOC(=O)C1C2C=CC3(CN(Cc4ccco4)C(=O)C13)O2 (stereo not given) | 2 | 4 | -2 | -2 | -4 | 6 | 0 | 3 | -1
COc1ccc(/C=N/NC(=O)c2ccccc2[N+](=O)[O-])cc1CN1CCc2cc(OC)c(OC)cc2C1C (stereo not given) | -1 | 3 | 7 | 0 | 2 | 5 | 0 | -5 | 1
COc1ccc(OCCNC(=O)c2cccc(Oc3ccc(C(F)(F)F)cc3[N+](=O)[O-])c2)cc1 | 4 | -1 | 0 | 2 | -3 | 5 | 3 | 10 | -4
CCCCC(=O)N1CC(=O)Nc2ccc(F)cc2C1c1ccc(F)cc1 (stereo not given) | -5 | -9 | -10 | 3 | 5 | 3 | 4 | -5 | 4
CC1(c2nnc(-c3ccc(Cl)cc3)o2)CC(c2ccc([N+](=O)[O-])cc2)=NO1 (stereo not given) | -3 | 0 | 2 | 4 | -3 | 3 | -5 | 2 | 11
CC1(C)Nc2ccccc2C(=O)N1c1ccc(Br)cc1 | -2 | -2 | -1 | 4 | 3 | 4 | -2 | 4 | 4
CCN1CCn2c3c(c4cc(C)ccc42)CCCC31 (stereo not given) | -3 | 0 | 2 | 0 | -6 | -3 | -5 | 2 | 2
Cc1ccc(OCCCCN2CCC(C)CC2)cc1 | -1 | 4 | 7 | 10 | 0 | -1 | -2 | 1 | 9
Cc1cc2c(cc1C)-c1c(ssc1=Nc1ccc(S(N)(=O)=O)cc1)C(C)(C)N2 | 6 | 11 | -17 | 3 | -7 | 13 | 6 | 11 | 2
N#Cc1cc2c(nc1SCc1ccc(Cl)cc1)CCCC2 | -6 | -5 | -3 | 2 | -2 | 2 | 2 | -6 | 3
O=C(CS(=O)CC(=O)NC12CC3CC(CC(C3)C1)C2)Nc1ccc(F)cc1 (stereo not given) | 3 | -5 | -2 | 12 | -6 | 3 | 1 | 0 | -2
CCn1c(SCC(=O)NNC(=O)c2ccc(C)cc2)nnc1-c1ccco1 | 0 | 0 | -2 | . | -7 | 4 | . | 2 | .
CCOc1ccccc1Nc1ccc(C(=O)O)cc1[N+](=O)[O-] | 5 | 1 | -17 | 2 | -6 | 4 | 2 | 12 | 1
CCCN(C(=O)c1nc2nc(C)cc(C)n2n1)c1c(N)n(Cc2ccccc2)c(=O)[nH]c1=O | 1 | -5 | . | 4 | 3 | -1 | 2 | 7 | 3
CC(=O)Nc1cccc(/C(C)=N\NC(=O)c2ccc(Cn3nc([N+](=O)[O-])c(Cl)c3C)o2)c1 | -5 | 2 | -3 | -1 | -5 | 7 | -1 | -9 | -4
Cn1c(SCC(=O)NCCc2ccccc2)nnc1C1CCCCC1 | 0 | 3 | 13 | 3 | 0 | 3 | -3 | -5 | 2
COC(=O)NCN1C(=O)C2C3C=CC(C3)C2C1=O (stereo not given) | 0 | 2 | 1 | -1 | -5 | 4 | 1 | 0 | 0
CC(C)(CCO)Nc1ncnc2onc(-c3ccc(F)cc3)c12 | -2 | -1 | 5 | 5 | 3 | 0 | -1 | -3 | 3
Cc1cc(C)cc(C(=O)NCC(=O)OCC(=O)N(C)C2CCS(=O)(=O)C2)c1 (stereo not given) | 0 | 3 | -1 | 0 | 4 | -4 | 1 | 0 | -6
Cc1cc2oc(C(=O)Nc3ccc(S(=O)(=O)N4CCCC(C)C4)cc3)cc(=O)c2cc1Cl (stereo not given) | -2 | -1 | -2 | 0 | -5 | 1 | -19 | -3 | 0
CCCOC(=O)c1ccc(-c2ccc(C=O)o2)cc1 | 0 | -10 | 0 | -5 | -4 | 0 | 1 | -1 | -9
CC(=O)Nc1ccc(S(=O)(=O)NC2CC2)cc1 | -2 | 3 | 1 | 4 | -2 | 3 | 8 | 4 | 5
COc1cc(/C=C2\SC(=S)N(CC(=O)O)C2=O)ccc1OC(=O)c1ccco1 | -32 | -77 | -220 | -75 | -7 | -12 | -103 | -61 | -130
O=C(OCC(=O)N1CCCc2ccccc21)c1ccc(C(F)(F)F)cc1 | -5 | 3 | -1 | 3 | 0 | 7 | 15 | 2 | 4
CCOC(=O)c1cnn(-c2ccc(F)cc2)c1N | 5 | 1 | -3 | 4 | 3 | 2 | -1 | 13 | 4
COc1ccc2c(c1)c(=O)oc1cc3occ(C(C)(C)C)c3cc12 | 1 | 5 | 8 | -1 | 1 | 1 | -3 | 4 | 5
COc1ccccc1N1C(=O)[C@@H]2C(C(=O)CN3C(=O)c4ccccc4C3=O)=NN[C@@H]2C1=O | 3 | 4 | -4 | . | -1 | 0 | . | 0 | .
Cc1cc(OCC(=O)OCC(=O)c2c(N)n(C)c(=O)n(C)c2=O)ccc1Cl | -5 | -1 | . | 4 | 1 | 6 | 4 | -5 | -1
Cc1nn2c(N3CCN(C4CCCC4)CC3)cc(C(C)(C)C)nc2c1-c1ccccc1 | 0 | 0 | 1 | -1 | 0 | 3 | -5 | 4 | 6
Cc1ccc(C)c(NC(=O)C2CCCC2)c1 | -2 | 0 | 14 | 1 | -2 | -2 | -6 | -7 | 13
CCN(c1ccccc1)S(=O)(=O)c1cc2c(cc1C)n(C)c(=O)c(=O)n2C | -2 | -5 | 6 | 10 | 2 | -7 | 3 | -2 | 4
Cc1cccc(-n2[nH]c(C)c(C=Nc3ccc4[nH]c(=O)[nH]c4c3)c2=O)c1 | -5 | 6 | -10 | 3 | 2 | 3 | 12 | 3 | 7
COC(=O)c1cc(-c2c(C)nn(-c3ccccc3)c2C)n[nH]1 | -1 | -1 | 4 | 7 | -1 | 8 | -5 | -2 | 6
COC(=O)Cn1cnc2c(Cl)nc(F)nc21 | . | . | . | 0 | 1 | 1 | -5 | . | 0
O=C(Cn1nnc2ccccc21)OCC(=O)c1ccc(Cl)cc1 | 3 | 3 | 8 | . | 0 | -1 | . | 3 | .
O=C(Cn1c(=O)n(CCCCC(=O)NC2CCCC2)c(=O)c2ccccc21)NCCC1=CCCCC1 | -1 | 2 | -3 | 11 | -1 | 8 | 2 | -2 | 2
COC1=Cc2c(ccc3ccc(=O)oc23)OC1(C)C | -6 | -7 | -4 | 4 | -3 | -4 | 7 | -4 | 1
O=[N+]([O-])c1cc(S(=O)(=O)N2CCOCC2)ccc1NS(=O)(=O)c1ccccc1 | . | . | . | 17 | 1 | -2 | 4 | . | 5
COc1ccc(/C=N/Nc2cc(N3CCOCC3)ncn2)c(OC)c1 | 2 | -3 | 0 | 1 | -1 | 6 | -2 | 8 | 7
Cc1ccc(S(=O)(=O)N(C)CC(=O)Nc2ncccc2C)cc1 | -2 | 8 | 16 | 2 | 1 | 2 | -4 | -1 | 2
Cn1c2ccccc2c2ncn(CCC3=CCCCC3)c(=O)c21 | -5 | -12 | -6 | 8 | -3 | 0 | 8 | 0 | 4
COc1ccc(COC(=O)CCNC(=O)c2ccc(Cl)cc2)cc1 | 1 | -1 | -4 | 16 | -3 | 1 | 6 | 1 | 2
COc1ccc2c(c1)CCc1c(C(=O)Nc3cc(C)n(Cc4ccc(Cl)cc4)n3)noc1-2 | -4 | 3 | 4 | 2 | 2 | -2 | 4 | -8 | -2

Source: PubChem BioAssay (The Scripps Research Institute Molecular Screening Center)
